PriA SSB inh – blocks PriA binding to SSB C-terminal tail; AlphaScreen SSBct-PriA binding, biotinylated peptide; 430,000 tested, 0.6% active; inhibition, % at 33 µM; in the data active means inhibition mostly above about 37%, no sharp cut-off; inactive means mostly below about 20%;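 further: plate controls were negative control peptide for no effect and reference peptide for full effect; strong numbers were not always called active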
* = called active by the depositor; & = joins results of further samples. The list is partial; rates above refer to the full screens.

SMILES	PriA SSB inh
Cc1cc(C)n(CC(=O)NN=Cc2cc(Br)cc([N+](=O)[O-])c2O)n1	-11
COc1cccc(C=Nn2c(-c3ccco3)nc3ccccc3c2=O)c1	-9
COC(=O)N1CCc2ccc(NC(=O)c3c(F)cccc3F)cc2C1	-3
O=C(O)CC1S\C(=N/N=C\C=C\c2ccccc2)NC1=O (stereo not given)	3
COc1ccc(Cl)cc1NC(=O)N1CC(c2nc3ccc(C)cc3[nH]2)C1	-17
COc1cccc2sc(N(Cc3cccnc3)C(=O)[C@@H]3CCCN3S(C)(=O)=O)nc12	0
CC(C)CN1C(=O)CC(Nc2ccc(N(C)C)cc2)C1=O (stereo not given)	31
COc1ccc(S(=O)(=O)Nc2nc3ccc(S(=O)(=O)N4CCCC4)cc3s2)cc1	-7
Cc1cc(NC(=O)c2ccc(Cl)s2)n(-c2nc3c(F)cccc3s2)n1	-4
O=C(NCCc1ccccc1)NCCc1ccoc1	19
COC(=O)c1ccc(S(=O)(=O)NC[C@@](C)(O)Cc2ccc(OC)cc2)cc1	-15
O=C(NCCC1=CCCCC1)c1ccc(Oc2nccnc2N2CCSCC2)cc1	-1
CSc1ccc([C@@H](O)CNS(=O)(=O)c2cnn(C)c2)cc1	1
CNC(=O)c1csc(NC(=O)c2ccc(S(=O)(=O)N(C)C)cc2)n1	5
COc1ccccc1C(CNC(=O)Cc1ccsc1)OC (stereo not given)	-17
O=C(NCCn1nc(-c2ccccn2)cc1C1CC1)C1CC=CCC1 (stereo not given)	-21
Cc1ccsc1C=NNc1nc2ccccc2s1	-1
Cc1ccc(C(=O)Nc2nnc(-c3cc(C)n(C)n3)o2)cc1C	3
COc1cccc2c(=O)n(CC(=O)Nc3ccc(Cl)c(Cl)c3)ccc12	5
CC(=NNC(=O)c1cccc(S(=O)(=O)Nc2ccccc2Cl)c1)c1ccc(-n2ccnc2)cc1	-2
O=C(COCC(=O)Nc1ccc(-c2nc3ccccc3[nH]2)cc1)Nc1ccc(-c2nc3ccccc3[nH]2)cc1	34
O=C(Nc1nc2c(s1)C(=O)NCCC2)c1cc(=O)[nH]c(=O)[nH]1	-6
Cc1cccc(S(=O)(=O)c2c(N)n(N=Cc3ccco3)c3nc4ccccc4nc23)c1	-15
O=C(C1CN(S(=O)(=O)C2CC2)C1)N1CCN(c2ccc(C(F)(F)F)cn2)CC1	-12
CC1CC(=NNC(=O)c2cccc(F)c2)c2ccc(O)cc2C1 (stereo not given)	-1
O=C(COc1ccc(F)cc1)NCc1ccsc1	-12
CS(=O)(=O)N(Cc1ccsc1)CC(F)(F)F	-8
Cc1ccccc1-c1noc(C[C@H]2CCCN(C(=O)c3ccno3)C2)n1	-9
Fc1ccccc1Nc1ncnc2scc(-c3ccc(Br)cc3)c12	-1
COc1ccc2c(c1)=CC(=Cc1[nH]c(=S)[nH]c1O)C(=O)N=2	6
Cc1ccccc1OCC(=O)N1C2CCC1COC2	5
Cc1cn2nc(C(=O)Nc3ccccn3)cc2c(=O)[nH]1	-17
O=C(Nc1ccc2c(c1)OCCO2)c1ccc(CNS(=O)(=O)c2cccc(C(F)(F)F)c2)cc1	-12&-5
COc1ccc(SCCCC(=O)Nc2ncc(S(=O)(=O)c3ccc([N+](=O)[O-])cc3)s2)cc1	1
O=C(NCCN1CCOCC1)C(=O)NCC1CCN(Cc2ccccc2)CC1	-2
C=CCNC(=O)C(=O)N1CCN(c2ccc(OC)cc2)CC1	1
COc1cccc(C=NNc2cc(N3CCOCC3)ncn2)c1O	-4
CCCC[n+]1ccn(C2=C([O-])c3ccccc3C(=O)C2=NS(=O)(=O)c2ccc(Br)cc2)c1	4
O=S(=O)(NCc1cccc(Oc2ccccn2)c1)c1ccc2c(c1)OCCO2	8
CCOC(=O)c1ccccc1NC(=O)CN1CCC(c2nnc(-c3ccsc3)o2)CC1	-9
O=C(O)C1=COCCO1	-13
Cn1cc2c(n1)c(=O)n(Cc1ccc(F)cc1)c(=O)n2CC(=O)NCc1ccccc1Cl	-3
CN(C)S(=O)(=O)c1ccc(C(=O)N2CCCC(Cc3nc(C4CC4)no3)C2)cc1 (stereo not given)	-16
COc1cccc(C=NNC(=O)c2ccc(Cn3cc(Br)c([N+](=O)[O-])n3)o2)c1O	-14
CCCc1cc(=O)[nH]c(SCc2nc(-c3ccccc3OCc3ccccc3)no2)n1	4
CCc1ccccc1NC(=O)C(=O)NCC(C)(O)CSC (stereo not given)	-20
COc1cc2c(cc1OC)CN(S(=O)(=O)CCNC(=O)c1c(F)cccc1Cl)CC2	-6
COc1cccc(-c2ccc(=O)n(CCCC(=O)Nc3cc(C)no3)n2)c1	-8
CC(=O)Nc1ccc(C(=O)NCCNC(=O)C(C)(C)C)cc1	-1
COc1ccc(C=NNC(=O)c2ccc(CN3c4cccc5cccc(c45)S3(=O)=O)cc2)cc1	-3
CCCOc1cc(N2CCN(C(=O)Nc3cc(Cl)ccc3OC)CC2)nc(C)n1	-9
Cc1ccc(S(=O)(=O)N(C)Cc2ccc(C(=O)NN=C3CC(=O)CC(C)(C)C3)cc2)cc1	-7
COc1ccc(N2C[C@@H](C(=O)N3CC(Oc4nccs4)C3)CC2=O)cc1	-22
O=C(CCCSc1ccc(NC(=O)c2ccc(F)cc2)nn1)NCCN1CCOCC1	-16
COc1cn(CC(=O)Nc2ccc(F)cc2F)c(CSc2ccccc2)cc1=O	7
CC1CCCCN1Cc1nc2c([nH]1)c(=O)n(C)c(=O)n2C (stereo not given)	-6
COc1ccccc1NC(=O)C(=O)C=C(O)c1ccccc1	1
Cc1cc(C(=O)CSc2nnc3ccc4ccccc4n23)c(C)n1-c1ccc(F)cc1	6
COC(=O)N1CCC(CNC(=O)Cc2ccccc2Cl)CC1	-9
CC(CC(=O)Nc1ccccc1C)=NNC(=O)Cc1csc(N)n1	-15

Continued.
SMILES	PriA SSB inh
COC(=O)C1CC(Oc2ccccc2F)CN1S(=O)(=O)c1c(C)noc1C (stereo not given)	-8
O=C(Nc1ccccc1)OC1CCCC(NC(=O)c2ccc3nsnc3c2)C1 (stereo not given)	-4
O=C(NN=C1C2CCCC1CC(C(=O)O)C2)c1ccccc1 (stereo not given)	-13
Cc1nnc(CNC(=O)C2CN(C(=O)COc3ccccc3F)C2)o1	-3
FC(F)(F)c1cccc(CSc2nnc(Cc3ccccc3)o2)c1	-6
Cc1cc(C(=O)NCC(O)Cn2ccccc2=O)no1 (stereo not given)	1
O=C(NN=Cc1c[nH]c2ccccc12)c1cc(-c2ccc(-c3ccccc3)cc2)n[nH]1	-8
CSc1ccc(Cc2nnc(NC(=O)c3cccc(C(F)(F)F)c3)o2)cc1	6
O=C(c1ccc2c(c1)OCO2)N1CCN(Cc2nc(-c3cccs3)cs2)CC1	-15
Cc1c(N)cncc1C#N	-2
CSc1ccc(CC(=O)Nc2nc(-c3ccccc3)c(C(C)=O)s2)cc1	-10
COC(=O)c1sccc1S(=O)(=O)N(CC(=O)Nc1cccc(C)c1)c1ccc(C)c(C)c1	-6
CCN(CC)CCS(=O)(=O)CCC(=O)NCNC(=O)CCS(=O)(=O)CCN(CC)CC	-8
O=C(NCc1cnn2ccccc12)c1ccc(S(=O)(=O)N2CCCCC2)cc1	-8
Cc1ccc(S(=O)(=O)c2c(C)cc(C)n(CC(=O)NCc3ccc4c(c3)OCO4)c2=O)cc1C	-8
O=C(NCCn1ccc(C(F)(F)F)n1)Nc1ccc(Cl)c(Cl)c1	-22
Cc1ccccc1CC1SC(=NC(=N)N)NC1=O (stereo not given)	-19
CCOc1cccc(C2C(=C(O)c3ccc4c(c3)CC(C)O4)C(=O)C(=O)N2Cc2ccncc2)c1 (stereo not given)	-12
O=C(CSc1ncnc2ccccc12)Nc1cccc(Cl)c1	-4
O=C(COc1ccc(Cl)cc1)NCCN1CCN(c2ccc(F)cc2)CC1	-9
N#Cc1c(N=Cc2ccc([N+](=O)[O-])cc2)sc2c1CCCC2	-6
Cc1cc(NC(=O)CSc2ccnc3c2c(=O)n(C)c(=O)n3C)no1	-15&-5
O=C(NN=Cc1cn(-c2ccccc2)nc1-c1ccc(F)cc1)c1ccc(Br)o1	-9
OCc1cc(-c2ccc(F)cc2)on1	-12
COC[C@H](C)NC(=O)c1ccc2nc(-c3ccccc3)c(-c3ccccc3)nc2c1	-9
CCCOc1ccc(S(=O)(=O)n2nnc3ccccc32)cc1	-17
Cc1oncc1C(=O)N1CCCN(S(=O)(=O)c2cnn(C)c2)CC1	-15
CC(C)(C)c1ccc(C(=O)NCc2nnc(SCC(=O)NCc3ccccc3Cl)o2)cc1	1
COc1ccc2nc(-c3ccc(C)c(NC(=O)Cc4ccccc4)c3)cn2n1	-15
CCOc1cc(C=NNC(=O)c2ccncc2)cc(Cl)c1OS(C)(=O)=O	-11

Five structures out of the list, ordered by heavy-atom count, highest first.
SMILES	PriA SSB inh
CCOc1cccc(C2C(=C(O)c3ccc4c(c3)CC(C)O4)C(=O)C(=O)N2Cc2ccncc2)c1 (stereo not given)	-12
COc1ccc2nc(-c3ccc(C)c(NC(=O)Cc4ccccc4)c3)cn2n1	-15
CCOc1cc(C=NNC(=O)c2ccncc2)cc(Cl)c1OS(C)(=O)=O	-11
O=C(CSc1ncnc2ccccc12)Nc1cccc(Cl)c1	-4
Cc1ccccc1CC1SC(=NC(=N)N)NC1=O (stereo not given)	-19

Next entries.
SMILES	PriA SSB inh
Cc1ccc(N2CCCS2(=O)=O)cc1NC(=O)C(=O)NCC1CCN(C(=O)c2ccncc2)CC1	-12
CC(NC(=O)CCc1nc2sc3c(c2c(=O)[nH]1)CCCCC3)c1ccc2c(c1)OCCO2 (stereo not given)	-7
NC(=O)c1ccc(NC(=O)C2CCCN(c3ccc(-c4ccc(Cl)cc4)nn3)C2)cc1 (stereo not given)	-14
CC(C)(C)OC(=O)NN=Cc1cccnc1	-2
Cc1cc(NC(=O)c2ccc3c(c2)OCO3)n(-c2nc3c(cnn3-c3ccccc3)c(=O)[nH]2)n1	-4
Cc1oncc1C(=O)NCC1(c2cccs2)CCCC1	-14
CCOc1ccc(-c2cc(=O)n(CC(=O)Nc3nccs3)cn2)cc1	-4&6
CSc1cccc(-c2nnc(NC(=O)c3cc4c(ccc5ccccc54)oc3=O)o2)c1	-5
CCc1nnc(C2CCN(C(=O)Nc3cccc(OC)c3)CC2)s1	-14
O=[N+]([O-])c1ccccc1/C=C/C=NNc1nc(N2CCCCC2)nc(N2CCCCC2)n1	2
N#Cc1cccnc1N1CCC(CNC(=O)C(=O)NCc2cccs2)CC1	-13
CCOc1ccc(C)cc1S(=O)(=O)Nc1ccc2c(c1)C(=O)N(C)CCO2	-4
CS(=O)(=O)Nc1ccc(C2=NN(c3nc(-c4ccccc4)c4cc(Cl)ccc4n3)[C@H](c3c(F)cccc3Cl)C2)cc1	-3
O=S(=O)(N=C([O-])C[n+]1ccccc1)c1ccc(Cl)cc1	-9
COc1ccc(C=Nn2cnc3c([nH]c4ccc(F)cc43)c2=O)cc1CN1CCCC1	-1
C=CCOc1ccc(C=NNC(=O)CN(c2cc(Cl)ccc2OC)S(=O)(=O)c2ccc(C)c([N+](=O)[O-])c2)cc1	-13
CCN1CCCc2cc(CCNC(=O)C(=O)NCc3ccc(F)cc3)ccc21	-15
C=CCN1C(=O)C(C)(C)COc2ccc(NC(=O)c3cccc(Br)c3)cc21	18
O=C(Cc1ccc(Cl)cc1)Nc1ccc(-c2ccc3nncn3n2)cc1	-6
O=S(=O)(c1ccccc1Br)N1CCc2oncc2C1	-5
Cc1ccc2nc(CCCC(=O)OC(C)C)[nH]c2c1	-2
N[C@H]1CC(=O)N(c2ccc(F)cc2)C1	-12
O=C(Nc1ccc2c(c1)CN(C(=O)C1CC1)CC2)c1ccc(Cl)cc1	-5
CCCCOc1ccc(C(=O)NCC(=O)NNC(=S)Nc2ccc(Cl)c(Cl)c2)cc1	0
CCN(CC)c1ccc(NC(=O)NC2CC(=O)N(c3ccc(C)cc3)C2)c(C)c1 (stereo not given)	-6
O=C(c1ccc(OCc2nc(-c3ccco3)cs2)cc1)N1CCc2ccccc21	-5
COc1ccc2nc(-c3cccc(NC(=O)c4ccc(Cl)cc4Cl)c3)cn2n1	-19
CC(C(=O)c1cccc(Cl)c1)n1cnc(-c2ccccc2)cc1=O (stereo not given)	13
O=C1Cc2cc(NC(=O)c3ccc(F)c(F)c3)ccc2N1	7
COc1ccc(Cl)cc1NC(=O)CC1CCCCN1S(=O)(=O)c1ccc(F)cc1 (stereo not given)	13

Some of the entries so far, with each value named.
> C=CCN1C(=O)C(C)(C)COc2ccc(NC(=O)c3cccc(Br)c3)cc21
  PriA SSB inh: 18

> Cc1ccc2nc(CCCC(=O)OC(C)C)[nH]c2c1
  PriA SSB inh: -2

> COc1ccc(Cl)cc1NC(=O)CC1CCCCN1S(=O)(=O)c1ccc(F)cc1 (stereo not given)
  PriA SSB inh: 13

> O=C(Nc1ccc2c(c1)CN(C(=O)C1CC1)CC2)c1ccc(Cl)cc1
  PriA SSB inh: -5

More results follow.
SMILES	PriA SSB inh
Cc1c(Cl)cccc1NC(=O)c1cc2cc([N+](=O)[O-])ccc2oc1=O	-7
COc1ccc(-c2nc(NC(=O)CS(=O)(=O)c3ccccc3)sc2C)cc1	5
COc1ccccc1N1CCN(C(=O)Cn2c(=O)n(CC3CCC(C(=O)NCc4ccccc4)CC3)c(=O)c3sccc32)CC1 (stereo not given)	-10
CN1CCC(NCC2CCCO2)C1=O (stereo not given)	3
CN1CC(=O)NC(c2ccc(Br)cc2)C1=O (stereo not given)	30
Cc1cc(C)cc(N(C)S(=O)(=O)c2ccsc2-c2nc(-c3ccccc3C)no2)c1	-14
Cc1ccc(NC(=O)CSc2nccn(-c3cccc4ccccc34)c2=O)cc1	26
O=C(NC[C@H]1CC(=O)N(Cc2ccc(F)cc2)C1)Nc1cccc(Cl)c1	-2
